# NCOA2 inhibitor: inhibits human steroid receptor coactivator 2; Q15596; HEK293 GAL4-SRC2 luciferase reporter, luminescence; inhibition, % at 9 µM; 370,000 tested, 0.17% active; AID 651957;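 active = inhibition above the mean inhibition of all tested compounds plus 3 SD, set per campaign, cut at about 52% in these data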;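 also: 0% = DMSO treated cells and 100% = cells given Gossypol at 36 µM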
# TWEAK-Fn14 inh: TWEAK-Fn14 signaling inhibition. inhibition, % at 10 µM. AID 1159606. TWEAK-stimulated Fn14 reporter cells, luciferase luminescence, 8 h. 360,000 tested, 2% active; in the data active = inhibition above about 50%
# TLR9-MyD88 inh: inhibitors of human TLR9-MyD88 binding; AID 504734; 340,000 tested, 0.21% active; CHO BLA complementation TLR9-MyD88, CCF4 FRET ratio; inhibition, % at 4.98 µM;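 active = inhibition above the mean over all tested compounds plus 3 SD, cut at about 21% in these data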;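 also: 0% = DMSO only wells and 100% = clavulanate BLA inhibitor control wells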
# ABHD5 PLIN5 PPI: inhibitors of human ABHD5-perilipin-5 interaction; Split G. princeps luciferase complementation, luminescence, 4 h; inhibition, % at 4 µM; 360,000 tested, 0.78% active;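 active = inhibition above the mean inhibition across every tested compound plus 3 SD, cut at about 22% in these data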;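 also: 0% = DMSO only wells and the 100% control is not disclosed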
# NOD2 RIPK2 PPI: blocks binding of human NOD2 to RIPK2; O43353; CHO BLA complementation NOD2-RIPK2, CCF4 ratio; inhibition, % at 4.98 µM; 360,000 tested, 0.38% active; in the data active = inhibition above about 21%;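 also: 0% = vehicle only and 100% = reference blocker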
# TROY signal inh: TROY signaling inhibition | Q293 LMP1-TROYcd NF-kB luciferase reporter, 4 h | inhibition, % at 10 µM | 360,000 tested, 0.98% active | AID 1347056;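 active = compounds whose plate-normalised and pattern-corrected inhibition of the luciferase reporter signal at the single screening dose is 50% or more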
# Granule exo inh: lytic granule exocytosis inhibition | TALL-104 LAMP-1 surface exposure, flow cytometry; cells stimulated with thapsigargin and PMA | inhibition, % at 10 µM | 360,000 tested, 0.66% active | AID 651702;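 active = inhibition above about 55%, limit read from the data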
# COUP-TFII inh: NR2F2 (human) inhibition, primary screen. P24468. HEK293T NGFI-A luciferase reporter, luminescence. inhibition, % at 8.6 µM. 370,000 tested, 0.7% active;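 active = inhibition above a per-plate cutoff, mean inhibition of test wells between control levels plus 3 SD, cut at about 38% in these data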;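 also: cells cotransfected with COUP-TFII expression vector driving the NGFI-A reporter; 0% = median of COUP-TF2 test wells and 100% = reporter-only cells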
# NR5A2 inv ag: NR5A2 inverse agonism in reporter assay; O00482; HEK293T StAR-luciferase reporter, LRH-1 transfected, 24 h; inhibition, % at 3.6 µM; 360,000 tested, 0.13% active;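 active = inhibition above the mean inhibition of all tested compounds plus 3 SD, cut at about 73% in these data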;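 also: 0% = DMSO wells and 100% = reporter-only cells lacking LRH-1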
# SRC3 inh: inhibits human SRC3 coactivator; Q9Y6Q9; HEK293 GAL4-SRC3 luciferase reporter, luminescence; inhibition, % at 3.6 µM; 360,000 tested, 0.17% active; AID 588352;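 active = inhibition above a per-campaign cutoff, the mean of all compounds plus 3 SD, cut at about 60% in these data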;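 also: 0% = DMSO-treated cells and 100% = gossypol-treated cells at 36 µM; higher means less SRC3-driven luciferase light from the GAL4 reporter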
# SRC1 inh: human NCOA1 inhibition | HEK293 GAL4-SRC1 luciferase reporter, luminescence | inhibition, % at 3.6 µM | AID 588354 | 360,000 tested, 0.12% active;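 active = inhibition above the campaign mean plus 3 SD, with each screening campaign given its own cutoff, cut at about 60% in these data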;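 also: 0% = DMSO treated cells and 100% = gossypol at 36 µM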
# Target sequence (Q15788 whole entry, looked up, the tested form may be a part): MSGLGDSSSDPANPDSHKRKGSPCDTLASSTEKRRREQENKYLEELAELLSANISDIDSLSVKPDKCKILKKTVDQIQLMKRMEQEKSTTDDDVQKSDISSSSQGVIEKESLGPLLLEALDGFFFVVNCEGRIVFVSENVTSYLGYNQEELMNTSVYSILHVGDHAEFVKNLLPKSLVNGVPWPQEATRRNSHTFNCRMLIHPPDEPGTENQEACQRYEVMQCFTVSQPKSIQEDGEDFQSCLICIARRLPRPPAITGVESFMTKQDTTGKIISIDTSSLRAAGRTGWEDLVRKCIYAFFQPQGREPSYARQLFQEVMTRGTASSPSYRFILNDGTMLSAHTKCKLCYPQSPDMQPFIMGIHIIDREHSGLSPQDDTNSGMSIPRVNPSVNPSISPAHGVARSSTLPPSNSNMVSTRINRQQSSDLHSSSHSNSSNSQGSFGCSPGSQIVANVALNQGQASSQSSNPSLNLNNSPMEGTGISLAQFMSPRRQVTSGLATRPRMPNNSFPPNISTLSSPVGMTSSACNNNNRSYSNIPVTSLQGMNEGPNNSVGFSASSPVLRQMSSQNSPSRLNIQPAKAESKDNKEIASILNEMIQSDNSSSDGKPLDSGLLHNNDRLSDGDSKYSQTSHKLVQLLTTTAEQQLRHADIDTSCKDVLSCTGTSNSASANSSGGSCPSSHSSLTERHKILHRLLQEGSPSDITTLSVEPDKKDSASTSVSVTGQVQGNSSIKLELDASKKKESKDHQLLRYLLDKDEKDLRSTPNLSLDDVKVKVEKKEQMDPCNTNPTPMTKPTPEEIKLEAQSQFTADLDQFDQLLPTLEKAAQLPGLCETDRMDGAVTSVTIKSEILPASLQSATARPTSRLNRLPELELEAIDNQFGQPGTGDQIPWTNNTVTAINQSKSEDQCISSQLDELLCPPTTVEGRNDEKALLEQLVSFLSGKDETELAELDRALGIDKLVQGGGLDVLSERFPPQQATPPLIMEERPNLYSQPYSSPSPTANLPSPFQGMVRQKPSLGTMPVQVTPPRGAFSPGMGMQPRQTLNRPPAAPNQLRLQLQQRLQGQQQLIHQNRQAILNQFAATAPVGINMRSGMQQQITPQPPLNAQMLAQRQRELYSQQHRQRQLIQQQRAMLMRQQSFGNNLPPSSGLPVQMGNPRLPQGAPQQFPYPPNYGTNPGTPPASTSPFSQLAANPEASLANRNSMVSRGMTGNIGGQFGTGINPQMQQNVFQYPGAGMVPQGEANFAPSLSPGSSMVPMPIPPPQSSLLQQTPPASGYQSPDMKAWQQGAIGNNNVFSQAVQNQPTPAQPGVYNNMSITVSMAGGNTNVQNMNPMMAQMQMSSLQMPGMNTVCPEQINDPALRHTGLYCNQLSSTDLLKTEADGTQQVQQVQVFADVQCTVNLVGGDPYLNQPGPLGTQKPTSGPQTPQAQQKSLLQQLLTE
# Active calls of the source: *; · = no result given.
SMILES,NCOA2 inhibitor,TWEAK-Fn14 inh,TLR9-MyD88 inh,ABHD5 PLIN5 PPI,NOD2 RIPK2 PPI,TROY signal inh,Granule exo inh,COUP-TFII inh,NR5A2 inv ag,SRC3 inh,SRC1 inh
O=C(Nc1ncn[nH]1)c1ccc(Cl)cc1Cl,9.7,22.0,-0.4,3.3,-9.4,-11.0,-0.5,-6.5,2.4,13.7,-2.3
Cc1ccc(SCc2c(-c3ccccc3)nn(C)c2Cl)cc1,-23.7,5.0,12.3,-6.9,4.0,-6.5,5.1,19.5,-0.2,18.4,6.5
CC(C)[C@H](NC(=O)NCc1ccc(F)cc1)C(=O)O,-15.4,15.1,-2.5,-6.6,0.3,-8.7,2.2,-1.2,4.9,1.7,-3.3
CC(C)N1CCC(N2CCN(CCCn3cccn3)CC2CCO)CC1 (stereo unspecified),-17.8,11.3,-4.4,-1.9,-7.3,9.1,2.1,-11.7,12.3,0.2,-6.9
CC(C)C(=O)Nc1ccc(NC(=S)NC(=O)c2ccc([N+](=O)[O-])cc2)cc1,4.5,-4.3,-4.4,-15.3,0.5,-8.6,-0.5,15.7,-15.4,13.0,9.6
CCc1ccc(S(=O)(=O)NCc2csc(C)n2)cc1,-12.2,9.3,-4.7,-1.7,-3.0,2.7,-8.1,-6.8,4.3,-9.4,-10.9
C/C(=N\NC(=O)c1cccnc1)c1nnn(-c2nonc2N)c1C,1.9,4.2,-1.2,-2.1,-3.7,-21.1,-0.5,11.7,-9.6,3.5,11.8
O=C(NNc1c(Cl)cccc1Cl)c1c(F)cccc1Cl,4.3,1.0,-3.2,-1.3,-14.3,-10.2,-4.1,5.2,-9.9,1.6,-13.8
COC(=O)c1ccc(-c2ccc(/C=N/NC(=O)CC3(C)OCCCO3)o2)cc1,-10.2,-4.4,10.5,-3.5,-1.1,18.2,-11.8,3.3,-7.1,-18.8,-29.2
Cc1ccc(S(=O)(=O)N2CCCCC2CCNC(=O)C(=O)NCc2ccccc2)cc1 (stereo unspecified),-2.2,0.2,2.4,1.7,-8.0,41.1,-0.1,-18.1,37.0,20.9,-12.9
COC(=O)Cn1c(CCC(=O)O)ccc1-c1ccccc1,1.3,-10.5,-7.9,2.8,-2.6,-2.1,-5.3,-11.2,-8.3,2.2,-10.8
CC(=O)Oc1ccc(-c2cccc(C(=O)N(C)c3ccc(O)cc3)c2)cc1,-0.1,-3.7,-4.3,4.5,-13.5,-3.6,-3.3,-11.8,-12.0,12.9,4.4
COc1ccc(-c2nc(CS(=O)CC(=O)NCCc3ccc(C)cc3)c(C)o2)cc1OC (stereo unspecified),8.3,3.3,-11.9,3.1,-6.6,-8.3,1.1,5.0,-9.8,1.1,-27.9
COC(=O)c1sc(NC(=O)COC(=O)C2CCC2)c(C(=O)OC)c1C,5.1,5.8,-6.7,-6.8,-9.2,-8.0,-1.1,-1.4,2.3,12.5,11.3
CCOC(=O)C1CCCN(C(=O)CCCn2nc(C)n3c(cc4sccc43)c2=O)C1 (stereo unspecified),9.4,-0.7,-2.5,2.3,-2.7,3.3,-0.1,-5.2,15.0,11.4,9.3
C=CCn1c(C(C)NC(=O)c2cccc(C)c2)n[nH]c1=S (stereo unspecified),15.6,20.4,-2.0,0.0,-10.0,6.5,0.0,-6.4,6.2,15.1,11.7
COc1ccc(N(Cc2cc(=O)[nH]c3ccccc23)C(=O)C(C)C)cc1,16.8,-5.0,-10.9,-0.1,-6.3,-5.9,0.1,-7.8,15.0,-5.0,10.6
O=C(COC(=O)c1cccs1)NCC1CCCCC1,-6.9,-1.1,1.8,-0.5,-11.2,-37.0,1.7,-8.5,-3.1,2.9,2.7
O=C(Nc1nnc(CCN2CCOCC2)s1)C1CCCCC1,-23.3,-13.4,-2.0,1.3,-7.7,11.3,2.8,-13.5,11.9,1.4,-1.1
Cc1ccc(CNC(=O)C2CCN(S(=O)(=O)c3ccc4c(c3)CC(C)N4C(=O)C3CCC3)CC2)o1 (stereo unspecified),-25.0,-12.1,2.3,2.9,-0.2,15.2,-0.8,19.8,7.4,-7.1,-23.7
COCCn1nnnc1C(c1ccccn1)N1CCN(c2cc(Cl)ccc2C)CC1 (stereo unspecified),14.7,-39.6,-8.9,5.6,1.1,13.2,0.0,4.5,14.1,17.9,8.6
Cc1ccc(C)c(NC(=O)CN(C)C(=O)COc2cccc3c2OC(C)(C)C3)c1,12.5,-3.0,2.3,8.6,-11.5,-16.4,-1.0,-10.0,8.2,4.4,-13.2
CCOc1ccccc1/C=N/Nc1cc(C)nc2ccc(C)cc12,-28.9,6.8,5.9,-0.3,11.2,-31.3,-13.7,-21.6,-8.0,-9.2,-14.8
CCOC(=O)C1=CCN(S(=O)(=O)c2ccc(F)cc2)C1c1cccc(Cl)c1 (stereo unspecified),11.3,-6.0,·,3.7,4.7,-2.3,8.0,27.4,-2.0,20.6,6.7
COc1cc2[nH]c(=O)n(Cc3ccc(C(=O)NCC4CCCO4)cc3)c(=O)c2cc1OC (stereo unspecified),18.5,-9.7,-4.1,-6.2,6.4,6.8,3.6,-2.8,-12.1,-6.9,-34.1
CSc1nc(NS(=O)(=O)c2ccc(F)cc2F)nn1C,-2.0,1.8,-0.3,2.0,-0.4,-4.8,-1.7,-5.8,2.8,-13.5,5.9
CN(Cc1ccc(Cl)cc1Cl)C(=O)C1CSC2(C)CCC(=O)N12 (stereo unspecified),15.4,-1.9,-4.3,-3.6,-0.4,-18.9,-10.4,14.1,13.3,9.6,13.4
Cn1c(SCC(=O)N2CCN(c3ccccc3)CC2)nnc1-c1cc2ccccc2o1,11.9,-8.7,-1.4,4.6,-18.7,3.7,-1.6,3.0,-3.5,10.2,12.8
COc1cccc(C(=O)N/N=C/C(Br)=C/c2ccccc2)c1,-27.9,4.2,-18.7,19.6,2.3,-29.3,14.7,-19.6,-60.5,-25.6,-51.3
COCc1cc(C)nc2sc(C(=O)Nc3ccc(C(=O)OC)cc3)c(N)c12,-26.6,-15.4,-9.5,-14.1,2.5,-29.6,84.8*,14.1,-5.2,-7.2,-15.6
COc1ccc(C(=O)Nc2nnc(CC(=O)N/N=C/c3ccc(O)cc3O)s2)cc1,-5.2,-16.8,0.2,3.7,4.4,-7.9,-0.1,-10.1,-17.2,-9.7,4.0
CCN(CC)c1ccc(/C=N/NC(=S)NCc2ccccc2)cc1,16.0,-2.8,-14.4,-7.7,-10.3,-11.0,-4.1,-5.6,-6.7,25.2,13.2
CC1=CCC2C(=O)N(c3cccc(C(=O)N(C)C4CCCCC4)c3)C(=O)C2C1 (stereo unspecified),-27.2,16.5,-2.6,-2.3,2.6,9.4,0.1,1.0,-0.4,-9.3,-11.2
CC(C)(C(=O)N1CCC1(C)C(=O)NS(=O)(=O)c1cccc(Cl)c1)c1ccccc1 (stereo unspecified),2.6,5.8,·,-3.4,-6.3,-2.6,4.6,16.1,29.4,6.5,11.9
CN1C(=O)c2ccccc2N(C)C1c1cccs1 (stereo unspecified),8.7,17.0,0.7,10.9,-14.0,6.6,-0.7,15.7,-1.1,-11.2,-0.6
CCCNC(=O)c1ccc(CN2CCc3ccccc3C2)cc1,-17.9,-16.8,4.3,1.6,-2.3,4.5,-24.8,-12.7,-15.3,14.7,8.1
COCCn1c(SCC(=O)Nc2ccccc2OC)nc2ccccc21,6.1,5.0,0.9,1.7,-5.1,1.6,2.2,10.8,4.4,10.2,0.4
COC(=O)[C@H](Cc1ccccc1)NC(=O)N1CCCCCC1,-16.2,26.8,-5.8,-2.0,1.0,-8.1,-2.7,0.6,-11.5,-12.6,-6.8
COc1cnn(-c2cccc(Cl)c2)c(=O)c1Cl,-17.5,1.6,3.5,4.3,2.3,-1.6,25.7,13.6,-7.5,-4.7,5.1
FC(F)(F)c1nnc2ccc(N3CCCC3)nn12,10.3,1.1,3.6,9.3,-59.2,-17.9,16.4,1.3,6.3,19.9,13.1
CCOC(=O)COc1ccc(S(=O)(=O)N2CCN(c3ccc(OC)cc3)CC2)cc1,40.3,-25.0,1.3,-0.7,-5.5,1.8,-2.7,11.4,-7.8,10.7,-0.5
CCOC(=O)c1c(C)oc(=O)c(CC)c1O,-28.1,16.7,-2.7,4.0,-3.7,-3.0,0.7,8.0,-14.6,0.2,-15.9
CCn1c(CNC(=O)c2ccc(Cl)cc2)nnc1SCC(=O)N1CCOCC1,-12.7,11.9,5.1,3.5,-0.5,-16.7,0.1,15.9,-4.8,-27.6,-14.6
CCOc1cccc(-c2nn3c(-c4cc(C)[nH]n4)nnc3s2)c1,-41.1,-15.4,-5.6,4.1,-4.5,-14.6,-0.3,-4.8,-2.0,20.2,-0.3
CC1CCCN(C(=O)C2CCN(S(=O)(=O)c3cccc4nonc34)CC2)C1 (stereo unspecified),14.5,50.4,0.7,0.2,-16.1,-7.4,-11.0,9.8,13.8,-5.7,-1.9
Cc1cc(-c2nnc(SCC(=O)Nc3ccc(C)c(C)c3)n2N)n[nH]1,-9.4,-8.2,-7.2,0.1,-9.8,-0.7,8.9,-0.4,-9.2,-14.4,3.5
Cc1c(C(=O)OCc2nnc(-c3ccccc3)o2)oc2ccccc12,14.2,-35.8,-14.2,-9.9,-5.6,4.2,-1.8,-24.5,-6.1,18.4,-10.8
CCS(=O)(=O)N1CCN(c2ccccn2)CC1,-3.3,-11.2,-3.4,-6.1,-5.3,12.0,-0.5,7.1,-14.0,-7.6,5.7

# Filtered by structure, those above containing a COOH group (two)
SMILES,NCOA2 inhibitor,TWEAK-Fn14 inh,TLR9-MyD88 inh,ABHD5 PLIN5 PPI,NOD2 RIPK2 PPI,TROY signal inh,Granule exo inh,COUP-TFII inh,NR5A2 inv ag,SRC3 inh,SRC1 inh
CC(C)[C@H](NC(=O)NCc1ccc(F)cc1)C(=O)O,-15.4,15.1,-2.5,-6.6,0.3,-8.7,2.2,-1.2,4.9,1.7,-3.3
COC(=O)Cn1c(CCC(=O)O)ccc1-c1ccccc1,1.3,-10.5,-7.9,2.8,-2.6,-2.1,-5.3,-11.2,-8.3,2.2,-10.8

# Continued:
SMILES,NCOA2 inhibitor,TWEAK-Fn14 inh,TLR9-MyD88 inh,ABHD5 PLIN5 PPI,NOD2 RIPK2 PPI,TROY signal inh,Granule exo inh,COUP-TFII inh,NR5A2 inv ag,SRC3 inh,SRC1 inh
O=C(NCc1ccco1)c1ccc2c(=O)n(CC3CCCO3)c(=S)[nH]c2c1 (stereo unspecified),1.7,0.2,13.7,-1.5,8.0,-0.8,-2.4,6.7,11.6,16.5,8.3
O=C(NCc1ccccc1)C(c1ccccc1F)N(C(=O)c1csnn1)C1CCCC1 (stereo unspecified),-0.9,14.7,-2.1,10.8,5.3,-20.2,19.8,-5.9,10.8,11.7,0.1
c1ccc2c(Nc3ccc4c(c3)OCCO4)c3c(nc2c1)CCCC3,-4.8,-75.5,-2.0,4.8,5.3,30.7,-1.6,3.9,1.0,-8.9,-30.3
CC(C)Oc1ccc(S(=O)(=O)N2CCOCC2)cc1NC(=O)CC1OC(=O)c2ccccc21 (stereo unspecified),-15.5,-11.2,4.7,-1.0,5.3,-10.3,-6.4,0.3,5.7,-2.3,-10.7
Cc1ccc(NC(=O)CSc2ncnc3ccccc23)cc1S(=O)(=O)N1CCCCCC1,33.9,86.5*,14.6,0.0,8.1,53.5*,4.3,37.4,6.8,20.3,-1.4
COc1ccccc1S(=O)(=O)Cc1ccc(C(=O)N2CCN(c3cccc(Cl)c3)CC2)o1,-12.4,34.2,-10.5,8.1,10.7,20.4,1.3,26.6,-10.4,-16.2,3.5

# This is a subset (hit frequency here may not be typical).
